Screens: PubChem, National Center for Advancing Translational Sciences (NCATS)
IMPase Li inh: qHTS Assay for Identifying the Cell-Membrane Permeable IMPase Inhibitors: Potentiation with Lithium; actives 0.35% (n = 210,000); Potency, µM (series often up to 59.4 µM), for inactives: at the top dose activity, negative = IMPase inhibition, usual class: inhibitors; CHO-M1 cells, IP1 TR-FRET (IP-One), carbachol + lithium;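 note: IP1 builds up when IMPase is blocked and the TR-FRET signal falls; plate controls were basal vehicle for no effect and high inhibitor control for full effect; nearly all actives have a fitted effect of over 50% in size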
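CHO cells stably expressing M1 receptor (2000/well, cultured 16–30 h) treated 30 min at 37C with compound plus low lithium. Cytosolic IP1 by TR-FRET (665/620 ratio and 620 channel) after 10 min lysis; AC50 by Hill fit.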
SMN2 splice up: qHTS Assay for Enhancers of SMN2 Splice Variant Expression. Potency, µM (series often up to 46.1 µM), for the others: at the highest dose activity change, positive = activation, most hits filed as activators. HEK293 SMN2-luciferase splicing reporter, luminescence, 30-36 h. AID 1458, 2008. actives 2.8% (n = 210,000); note: % of control where 0% means no effect; nearly all actives have a fitted effect of over 55% in size
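HEK293 cells carry an SMN2 […]–luciferase reporter in which exon 7 inclusion puts luciferase in frame. Cells were plated 10-12 h before compound addition, then incubated 30-36 h at 37C. ONE-Glo luminescence was read; sodium butyrate at 4.5 mM final served as control.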
Luc counter: Counterscreen for Luciferase (Kinase-Glo TM) Inhibition; Luciferin 4-monooxygenase (Photuris pensylvanica), Q27757; Kinase-Glo luciferase, ATP luminescence, 8 min; Potency, µM (top dose mostly 38.3 µM), for the others: at the top dose activity change, negative = inhibition, usual class: inhibitors; actives 0.28% (n = 200,000); AID 1379, 2008; note: % is set by controls: 0 for no effect and ±100 for the full control effect; nearly all actives have a fitted effect of over 60% in size
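Substrate mix (final 50 mM imidazole pH 7.2, 50 mM KCl, 7 mM MgCl2, 10 uM ATP, 0.01% Tween 20, 0.05% BSA) plus pin-tool compound, then Kinase-Glo detection mix; 8 min ambient, luminescence read.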
KDM4E inh: qHTS Assay for Inhibitors of Human Jumonji Domain Containing 2E (JMJD2E); Lysine-specific demethylase 4E (Homo sapiens), B2RXH2; JMJD2E catalytic domain, FDH-coupled NADH fluorescence (FDH is formaldehyde dehydrogenase); Potency, µM (doses to about 57.1 µM), for the others: at the top dose activity change, negative = inhibition, most hits filed as inhibitors; actives 1.6% (n = 230,000); AID 2147, 2009; active = well fitted inhibition curve with a large enough effect, not every such curve was filed as active; inconclusive = small, poorly fitted or top-dose-only effect, or another doubt; inactive = no such curve, though single readings can be large or run the other way;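 note: 0% = wells with enzyme and -100% = buffer wells without enzyme; nearly all actives have a fitted effect of over 50% in size; many of its hits are not listed in these tables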
Target sequence (B2RXH2 1-337 limits assumed): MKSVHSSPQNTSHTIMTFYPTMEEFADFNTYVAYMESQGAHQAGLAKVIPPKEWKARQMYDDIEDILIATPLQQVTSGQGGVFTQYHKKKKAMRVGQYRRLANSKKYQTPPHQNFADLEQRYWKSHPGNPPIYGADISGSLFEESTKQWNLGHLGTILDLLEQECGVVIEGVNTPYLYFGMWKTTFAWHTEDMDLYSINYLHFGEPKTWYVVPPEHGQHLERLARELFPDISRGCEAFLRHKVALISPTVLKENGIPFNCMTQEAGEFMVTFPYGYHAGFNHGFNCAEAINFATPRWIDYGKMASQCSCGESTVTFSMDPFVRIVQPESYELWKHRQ
GoLoco inh red: qHTS Assay for Inhibitors of RGS12 GoLoco Motif Activity (Red Fluorophore) | Guanine nucleotide-binding protein G(i) subunit alpha-1 (Homo sapiens), P63096 | Potency, µM (highest dose often 61.6 µM), for inactives: top-dose activity, negative = inhibition, hits mostly inhibitors | Gai1:RGS12 GoLoco peptide FP, rhodamine, 10 min | actives 0.44% (n = 230,000) | AID 880, 2007; active = well fitted inhibition curve with a large enough effect, not every such curve was filed as active; inactive = no such curve, though single readings can be large or run the other way; note: % is set by controls: 0 for no effect and ±100 for the full control effect; nearly all actives have a fitted effect of over 30% in size; many of its hits are not listed in these tables
Target sequence (P63096 whole entry, looked up): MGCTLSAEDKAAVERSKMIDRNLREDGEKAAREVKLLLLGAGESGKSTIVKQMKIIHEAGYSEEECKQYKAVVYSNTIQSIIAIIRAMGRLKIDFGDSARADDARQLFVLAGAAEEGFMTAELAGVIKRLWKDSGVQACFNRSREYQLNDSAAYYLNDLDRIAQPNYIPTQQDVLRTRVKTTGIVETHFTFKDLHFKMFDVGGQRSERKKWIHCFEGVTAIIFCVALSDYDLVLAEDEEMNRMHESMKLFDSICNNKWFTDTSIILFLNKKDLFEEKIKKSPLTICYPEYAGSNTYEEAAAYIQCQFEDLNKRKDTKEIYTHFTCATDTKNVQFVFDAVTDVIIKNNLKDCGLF
NPSR antag: qHTS Assay for Antagonists of the Neuropeptide S Receptor: cAMP Signal Transduction; actives 1% (n = 220,000); Potency, µM (titrated, usually from 38.3 µM), for inactives: at the highest dose activity change, negative = inhibition, hits mostly inhibitors; CHO-NPSR cells, cAMP TR-FRET, antagonist mode; AID 1461, 2008; Q6W5P4; note: % is set by controls: 0 for no effect and ±100 for the full control effect; nearly all actives have a fitted effect of over 50% in size; many of its hits are not listed in these tables
Target sequence (Q6W5P4 whole entry, looked up): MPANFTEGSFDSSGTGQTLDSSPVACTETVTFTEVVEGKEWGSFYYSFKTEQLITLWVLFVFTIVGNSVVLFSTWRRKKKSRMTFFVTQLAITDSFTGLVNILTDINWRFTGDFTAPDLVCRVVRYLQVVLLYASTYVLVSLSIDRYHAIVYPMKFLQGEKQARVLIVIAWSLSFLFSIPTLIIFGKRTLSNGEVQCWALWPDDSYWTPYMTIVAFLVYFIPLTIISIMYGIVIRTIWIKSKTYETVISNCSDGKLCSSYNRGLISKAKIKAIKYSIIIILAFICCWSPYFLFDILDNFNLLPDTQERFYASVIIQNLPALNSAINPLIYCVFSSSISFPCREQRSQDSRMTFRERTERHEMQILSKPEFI
Epigenetic reg: Quantitative High-Throughput Screen for Regulators of Epigenetic Control; murine LDR cells, GFP reporter derepression, 30 h; Potency, µM (series often up to 53.9 µM), for inactives: top-dose GFP activation, hits mostly activators; actives 0.2% (n = 280,000); note: % of control where 0% means no effect; nearly all actives have a fitted effect of over 60% in size
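Derepression of a silenced CMV-GFP reporter in murine LDR cells is scored by enumerating GFP-positive cells with a laser-scanning microplate cytometer after 30 hours of treatment at 37 C.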
RECQ1 inh: qHTS Assay for Inhibitors of RecQ-Like Dna Helicase 1 (RECQ1); ATP-dependent DNA helicase Q1 (Homo sapiens), P46063; RECQ1 DNA unwinding, red fluorescence kinetic read; Potency, µM (highest dose often 57.3 µM), for inactives: at the highest dose activity, negative = inhibition, most hits filed as inhibitors; actives 0.54% (n = 240,000);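 note: plate controls were vehicle for no effect and no enzyme for full effect; nearly all actives have a fitted effect of over 30% in size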
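50 nM RECQ1T1 preincubated 15 min with compound in Tris pH 8.0 buffer with MgCl2, DTT, Tween-20 and 2.5 ug/ml poly(dI-dC); started with 200 nM TAMRA/BHQ-2 forked duplex and 2 mM ATP. Unwinding read as fluorescence (525/598 nm), two reads 2 h apart.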
The depositor's hits bear a star; i = inactive; u = inconclusive; x = not tested or not shown; & = joins results of further samples; [ ] = another dose, or the depositor's remark. Unless noted, calls come from the whole dose curve; as a rule, active = well fitted curve in the direction sought with a large enough effect; inconclusive = small, poorly fitted or top-dose-only effect, or another doubt; inactive = no such curve, though single readings can be large; an effect the other way counts as inactive or inconclusive. Potency is the fitted concentration of half-maximal effect. Some of the compounds tested; count on the stated rates, not on these rows.

Second line of a record: IMPase Li inh, SMN2 splice up, Luc counter, KDM4E inh, GoLoco inh red, NPSR antag, Epigenetic reg, RECQ1 inh
> C#CCOCCOCCOCCNc1nc(N2CCOCC2)nc(N2CCN(C(=O)[C@H](CCCCN)n3cc([C@@H](N)CC(C)C)nn3)CC2)n1
 : -1%, x, x, 7%, 4%, -31%, 1.5%, -5%
> CC12CCC(C(=O)NCc3ccccc3)(OC1=O)C2(C)C (stereo not given)
 : 23%[38.3 µM], 14%, -3%, -9%, 2%, -12%[46.1 µM], -3.1%, i
> Cc1nn(Cc2ccc(C(=O)Nc3ccccc3F)cc2)c(C)c1Cl
 : 0%, -22%, 4%, 10%, 116%[activator], -22%, -1.6%, 18%
> Nc1nc(-c2ccccc2)nc2sc3c(c12)CCCC3
 : 2%, 3.2µM*, -7%, u, 5%, -6%, 1.1%, -25%
> CCC(c1nnc(SCC(=O)Nc2cccc(S(N)(=O)=O)c2)n1Cc1ccccc1)N(C)C (stereo not given)
 : x, x, x, -5%, -12%, 19%, 2.4%, 0%
> Cc1oc(-c2cc(F)ccc2F)nc1CN(C)Cc1ccc2nccnc2c1
 : 6%, x, -1%, -3%, 1%, 20%, 3.3%, 5%
> O=C(c1cccc(F)c1)N1CCN(Cc2c[nH]c3ccccc23)CC1
 : 10%[38.3 µM], -3%, 2%, u, -8%, 0%[46.1 µM], -2.0%, -16%
> Cc1nnc(SCc2ccccc2Cl)n1CC1CCCO1 (stereo not given)
 : 2%[38.3 µM], -11%, 0%, -7%, 8%, -3%[46.1 µM], 4.1%, i
> Cc1ccc2c(c1C)NC(=O)C2(O)CC(=O)c1ccc2c(c1)OCO2 (stereo not given)
 : 13%[38.3 µM], u, -2%, -19%, -1%, -11%[46.1 µM], 1.8%, -8%
> CC(C)(Oc1ccc(CCNC(=O)c2ccc(-c3ccccc3)o2)cc1)C(=O)O
 : 3%, -11%, 0%, u, -3%, -8%, 2.6%, -21%
> Cn1c(-c2cc(Cl)ccc2O)nc2c1c(=O)[nH]c(=O)n2Cc1ccccc1
 : -6%, -37%[inhibitor], 3%, 1%, -2%, -43%, 11%, -11%
> CCCC[C@@H]1C[C@H]1C(NC(=O)c1ccco1)c1ccccc1 (stereo not given in full)
 : 13%, -25%, -3%, -12%, 9%, x, -2.1%, i
> CCCc1nn2c(N)c(/C=C3\C=Nc4ccccc43)c(=O)nc2s1
 : 4%, 15%, -2%, -2%&1%, 4%&26%, -10%&-9%, 0.0%&-0.9%, 2%&-3%
> CC(=O)Oc1ccc2c(c1)CCC1C2CC[C@@]2(C)C1CC(OC(C)=O)C2OC(C)=O (stereo not given in full)
 : -2%, -12%, -2%, -5%, 3%, x, -0.2%, -9%
> O=C(Nc1ccccc1C(=O)Nc1ccc2c(c1)OCO2)c1cccs1
 : 37%[activator][38.3 µM], 17%, -4%, 23%, 4%, -22%[46.1 µM], -2.5%, i
> COc1ccc2c(C)cc3n[nH]c(=S)n3c2c1
 : x, x, x, u, -14%, 36%, -1.7%, -6%
> Cc1cc2cc3c(cc2nc1SCC(=O)OC(C)C)OCCO3
 : 3%[38.3 µM], -4%, -2%, u, 5%, -6%[46.1 µM], 2.6%, -12%
> O=C(NCCN1C(=O)S/C(=C/c2cccnc2)C1=O)C1CC(=O)N(Cc2ccccc2)C1 (stereo not given)
 : 2%, 8%, -2%, 0%, 12%, -6%, -0.3%, i
> C=CCn1nc(-c2ccccc2)c(N2CCCCC2)cc1=O
 : 14%, -13%, 0%, 6%, 16%, -17%, -1.1%, i
> CC1=C(C(=O)N2CCCCC2)C(c2cccs2)C2=C(CCCC2=O)N1 (stereo not given)
 : 5%[38.3 µM], 15%, 3%, u, -12%, -5%[46.1 µM], -6.3%, -10%
> Cc1cc(C)cc(NC(=O)OCCN2CCN(Cc3ccccc3)CCC2=O)c1
 : -2%&6%, -19%, 2%[39.9 µM], 14%, -13%&-1%, -3%, 8.9%&2.3%, -15%
> CCCCOC(=O)c1cc(C)nc2ccc(Br)cc12
 : -22%[38.3 µM], 21%, 0%, 6%, 4%, 5%[46.1 µM], -1.0%, -7%
> O=C(C1CCN(S(=O)(=O)N2CCC3(CC2)OCCO3)CC1)N1CCN(Cc2ccccc2)CC1
 : -1%[38.3 µM], -29%, -3%, 5%, 4%, -6%[46.1 µM], -0.8%, -3%
> Cc1ccc(CSCC(=O)NCCc2ccccc2)cc1
 : -5%, -7%, -1%, 1%, -3%, 11%, 3.8%, -14%
> Nc1cccc(Nc2nc(OC(C(F)(F)F)C(F)(F)F)nc(OC(C(F)(F)F)C(F)(F)F)n2)c1
 : 14%[38.3 µM], -10%, -3%, -7%, 4%, u, u, -18%
> CCCn1nnnc1NCc1ccc(N2CCCC2)cc1
 : 12%, -8%, 2%, 11%, -10%, -12%, 2.1%, -4%
> CON/C=N/C(=S)Nc1ncc(C(F)(F)F)cc1Cl
 : -6%, 4%, -1%, 1%, -2%, -34%, 8.6%, i
> CN(CC(=O)Nc1nc2ccccc2s1)S(=O)(=O)c1ccc(Br)cc1
 : 46%[activator][38.3 µM], -10%, -4%, -5%, 3%, 3%[46.1 µM], 0.1%, -12%
> CCOC(=O)C1CCN(C(c2ccc(OC)c(OC)c2)c2sc3nc(C)nn3c2O)CC1 (stereo not given)
 : 5%, -1%, 1%, 1%, -1%, 8%, 0.0%, -13%
> CCn1c(=O)[nH]c2cc(Cl)c(Cl)cc21
 : -14%&-8%, u, -1%&-4%, 6%&6%, 9%&1%, 21%[46.1 µM], -1.2%&-3.0%, -11%&-8%

Of the compounds above, these contain fluorine.
Second line of a record: IMPase Li inh, SMN2 splice up, Luc counter, KDM4E inh, GoLoco inh red, NPSR antag, Epigenetic reg, RECQ1 inh
> Cc1nn(Cc2ccc(C(=O)Nc3ccccc3F)cc2)c(C)c1Cl
 : 0%, -22%, 4%, 10%, 116%[activator], -22%, -1.6%, 18%
> Cc1oc(-c2cc(F)ccc2F)nc1CN(C)Cc1ccc2nccnc2c1
 : 6%, x, -1%, -3%, 1%, 20%, 3.3%, 5%
> O=C(c1cccc(F)c1)N1CCN(Cc2c[nH]c3ccccc23)CC1
 : 10%[38.3 µM], -3%, 2%, u, -8%, 0%[46.1 µM], -2.0%, -16%
> Nc1cccc(Nc2nc(OC(C(F)(F)F)C(F)(F)F)nc(OC(C(F)(F)F)C(F)(F)F)n2)c1
 : 14%[38.3 µM], -10%, -3%, -7%, 4%, u, u, -18%
> CON/C=N/C(=S)Nc1ncc(C(F)(F)F)cc1Cl
 : -6%, 4%, -1%, 1%, -2%, -34%, 8.6%, i

(list continues)
Second line of a record: IMPase Li inh, SMN2 splice up, Luc counter, KDM4E inh, GoLoco inh red, NPSR antag, Epigenetic reg, RECQ1 inh
> Nc1c(C(=O)O)sc2nc(-c3ccccc3)cc(-c3ccc(Cl)cc3)c12
 : x, x, x, -5%, -1%, 43%[7.67 µM], -0.3%, -10%
> S=C(NCc1ccncc1)Nc1ccccc1
 : -5%, 3%, 1%, -1%, 13%, 10%, -1.2%, i
> CCCCC(=O)Nc1ccc(C(=O)N2CCN(c3ccccc3OC)CC2)cc1
 : 22%[38.3 µM], 0%, 0%, -6%, 3%, -10%[46.1 µM], 0.0%, 2%
> CCOC(=O)c1c(Cc2cccc(Cl)c2)c[nH]c1C
 : 17%, -14%, 5%, -11%, -2%, -30%, -1.0%, -14%
> CCOC(=O)c1sc2nc(COC(=O)c3c(F)cccc3F)[nH]c(=O)c2c1C
 : -2%, 6%, 0%, -2%, -4%, -5%, -0.9%, -5%
> CCOC(=O)NN1C(=O)c2ccccc2NC1C (stereo not given)
 : -9%, -46%[inhibitor], 4%, u, -2%, 27%, 4.5%, 0%
> CCC(=O)Nc1ccc(Cl)c(NC(=O)c2cccc(OC)c2)c1
 : 1%, -18%, 1%, 14%, 10%, -4%, -0.8%[10.1 µM], i
> Cc1onc(-c2ccccc2)c1C(=O)Nc1ccon1
 : -5%[38.3 µM], 1%, 15%, 0%, -5%, -9%[46.1 µM], -1.3%, 1%
> N#C/C(=C\Nc1ccc2c(c1)OCCO2)c1nc(-c2ccccc2)cs1
 : -7%, -15%, 2%, -1%, 21%, -43%, 14%, i
> O=C(COc1ccccc1F)NCC(c1ccco1)N1CCCC1 (stereo not given)
 : 13%, 9%, 3%, 1%, 9%, 11%, -0.5%, -8%
> CCOC(=O)c1ccc(NC(=O)C2=C(C)Nc3nc(CCCO)nn3C2c2cccc(C)c2)cc1 (stereo not given)
 : -7%[38.3 µM], -23%, -1%, 8%, 4%, -16%[46.1 µM], 1.8%, 5%
> CCc1ccc(-c2cc(N)n(-c3ccccc3)n2)cc1
 : 3%, 5µM*, -14%, -8%, -2%, -5%, 1.6%, -3%
> CCCCc1ccc(-c2c(C#N)c(N)nc3c2CCCC3)s1
 : 3%[38.3 µM], 5%, 4%, u, -2%, -3%[46.1 µM], -2.3%, -6%
> O=C(c1cc2cccc([N+](=O)[O-])c2oc1=O)N1CCOCC1
 : x, x, x, 0%, -1%, 11%, 9.5%, 4%
> Cc1nc2cc(-c3ccsc3-n3c(C)ccc3C)[nH]n2c(=O)c1Cl
 : 27%[38.3 µM], -11%, -4%, u, 16%, -11%[46.1 µM], 0.8%, 2.8µM*
> CCOC(=O)c1c(-c2ccc(OCC)cc2)csc1NC(=O)CCN1C(=O)c2ccccc2C1=O
 : 9%, -24%, -2%, -2%, 65%[activator], -6%, -1.1%, -9%
> O=C(NNC(=O)c1ccc2c(c1)OCO2)NC12CC3CC(CC(C3)C1)C2
 : 9%, 30%, 0%, -7%, -7%, 14%, 2.0%, 0%
